Screening results as filed in PubChem.
V1R ag counter: counter-screen for oxytocin receptor agonists: human V1a receptor agonists. P37288. CHO-V1R cells, Fluo-8 calcium fluorescence, agonist mode; 0% DMSO, 100% 3 nM vasopressin. activation, % at 3 µM. 320,000 tested, 0.25% active. AID 2797;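 active = activation above the mean activation of all tested compounds plus 3 SD, per screening run, cut at about 20% in these data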;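 note: signal is peak over basal fluorescence ratio across a 100 second FLIPR read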
Target sequence (P37288 whole entry, looked up): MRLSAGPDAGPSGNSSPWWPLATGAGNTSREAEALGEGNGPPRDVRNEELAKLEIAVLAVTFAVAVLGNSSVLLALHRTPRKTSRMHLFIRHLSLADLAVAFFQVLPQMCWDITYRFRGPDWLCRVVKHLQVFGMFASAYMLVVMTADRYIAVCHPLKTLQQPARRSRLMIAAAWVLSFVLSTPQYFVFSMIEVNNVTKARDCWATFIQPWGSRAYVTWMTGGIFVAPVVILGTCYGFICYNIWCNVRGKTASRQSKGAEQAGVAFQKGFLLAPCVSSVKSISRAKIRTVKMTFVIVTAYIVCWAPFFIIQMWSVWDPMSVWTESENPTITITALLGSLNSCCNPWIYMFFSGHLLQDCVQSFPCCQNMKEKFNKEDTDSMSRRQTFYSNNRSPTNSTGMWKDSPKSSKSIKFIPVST
DNA FID counter: counter-screen for HCV NS3 helicase inhibitors: DNA intercalator displacement | DNA fluorescent intercalator displacement, fluorescence | inhibition, % at 7.9 µM | 290,000 tested, 0.17% active | AID 1845; in the data active = inhibition above about 37%;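 note: 0% = vehicle and 100% = reference compound; higher means more ethidium bromide displaced from hairpin DNA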
GalR3 antag: human GalR3 antagonism. O60755. HEK293 GalR3-CNG cAMP membrane potential fluorescence; galR3 body fused to GalR1 C-terminus. inhibition, % at 3 µM. 360,000 tested, 0.44% active;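 active = inhibition above the screen-wide average plus 3 SD, cut at about 13% in these data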;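 note: forskolin and galanin both at EC90 stimulate the cells; cAMP rise reported by CNG channel membrane potential dye signal; 0% = forskolin plus galanin with DMSO and 100% = forskolin alone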
OXTR agonist: activates the human oxytocin receptor | CHO-OTR cells, Fluo-8 calcium fluorescence; normalized: DMSO 0%, oxytocin 100% | activation, % at 3 µM | 320,000 tested, 0.32% active;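 active = activation above the mean of all tested compounds plus 3 SD, cutoff set per screening run, cut at about 20% in these data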;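 note: peak over basal fluorescence ratio from a 100 s FLIPR kinetic read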
Target sequence (P30559 whole entry, looked up): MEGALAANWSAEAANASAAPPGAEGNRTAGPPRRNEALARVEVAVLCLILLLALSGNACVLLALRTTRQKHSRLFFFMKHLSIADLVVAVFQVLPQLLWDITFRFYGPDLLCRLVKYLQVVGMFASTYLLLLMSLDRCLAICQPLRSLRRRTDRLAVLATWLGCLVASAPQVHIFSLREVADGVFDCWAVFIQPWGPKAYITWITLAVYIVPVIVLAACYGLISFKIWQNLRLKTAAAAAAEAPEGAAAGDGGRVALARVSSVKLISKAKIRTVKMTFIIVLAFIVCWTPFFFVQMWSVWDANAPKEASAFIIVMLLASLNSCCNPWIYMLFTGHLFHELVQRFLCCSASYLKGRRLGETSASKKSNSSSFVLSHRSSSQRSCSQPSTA
IMP-1 inhibitor: inhibitors of Pseudomonas aeruginosa IMP-1 metallo-beta-lactamase. inhibition, % at 5.6 µM. purified IMP-1, nitrocefin hydrolysis, epi-absorbance fluorescence. 290,000 tested, 0.45% active;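 active = inhibition above the mean plus 3 SD of all compounds in the same screening run, cut at about 4.5% in these data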;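 note: 0% = IMP-1 with DMSO and 100% = DMSO wells lacking enzyme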
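System: purified IMP-1; amount: IMP-1 0.2 nM before substrate addition; compound: single dose, 5.6 µM; times: 25 °C, 15 min preincubation, 25 min reaction; signal: Epi-absorbance via hydrolysed-nitrocefin quenching of white-plate fluorescence, 480/530 nm, EDTA stop; benchmarks: DMSO with and without IMP-1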
NS3 helicase inh: inhibitors of Hepatitis C virus NS3 helicase. 290,000 tested, 0.56% active. NS3 helicase DNA unwinding, Cy5 molecular beacon fluorescence. inhibition, % at 10.9 µM;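 active = inhibition above the mean of all tested compounds plus 3 SD, set per campaign, cut at about 35% in these data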;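 note: 0% = DMSO wells and 100% = thioflavine S control wells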
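System: NS3 helicase fragment of HCV / Schedule: 1 h at 25 °C / Control set: DMSO alone as 0% and 110 µM thioflavine S as 100% / Reagent: Cy5/quencher beacon DNA duplex and ATP to start / Technique: Cy5 fluorescence / Replication: singlicate / Evaluation: % inhibition of end-to-start signal ratio versus controls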
GPR7 antag: human neuropeptides B/W receptor 1 antagonism; P48145; inhibition, % at 4.4 µM; AID 1861; GPR7-expressing cells, fluorescence antagonist assay; 290,000 tested, 1.1% active; in the data active = inhibition above about 16%, passing the limit was not always enough;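 note: cells stimulated with the agonist NPW; 0% = agonist with vehicle and 100% = vehicle without agonist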
PHOSPHO1 inh: inhibitors of human PHOSPHO1 phosphatase | AID 1565 | recombinant PHOSPHO1, absorbance phosphatase assay | 290,000 tested, 1.1% active | inhibition, % at 13.3 µM; in the data active = inhibition above about 60%
Target sequence (Q8TCT1 whole entry, looked up): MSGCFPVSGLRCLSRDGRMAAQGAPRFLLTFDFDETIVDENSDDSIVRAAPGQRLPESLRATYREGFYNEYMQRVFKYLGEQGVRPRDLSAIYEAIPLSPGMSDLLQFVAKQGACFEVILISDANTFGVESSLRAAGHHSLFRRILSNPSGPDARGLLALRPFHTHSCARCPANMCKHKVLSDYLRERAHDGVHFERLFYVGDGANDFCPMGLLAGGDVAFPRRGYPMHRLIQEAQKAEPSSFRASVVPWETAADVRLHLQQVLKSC
VIM-2 inhibitor: inhibitors of Pseudomonas aeruginosa VIM-2 metallo-beta-lactamase; purified VIM-2, nitrocefin hydrolysis, epi-absorbance fluorescence; inhibition, % at 5.6 µM; 290,000 tested, 0.89% active; AID 1527;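 active = inhibition above the mean of all tested compounds plus 3 SD, cutoff set per screening run, cut at about 7.5% in these data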;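 note: red hydrolysis product quenches plate fluorescence so inhibitors raise well fluorescence; 0% = enzyme with DMSO and 100% = DMSO without enzyme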
Starred values were filed as active, the others as inactive; · = no result given.

SMILES	V1R ag counter	DNA FID counter	GalR3 antag	OXTR agonist	IMP-1 inhibitor	NS3 helicase inh	GPR7 antag	PHOSPHO1 inh	VIM-2 inhibitor
O=C(NC(=S)NN1CCCCC1c1cccnc1)c1ccc(Br)cc1 (stereo unspecified)	0.4	-10	-1	-2.3	-4.5	-1	-10	-28	-4.0
O=C(CSc1nnc(Cc2ccccc2)o1)NCCN1C(=O)CSC1=O	0.3	0	-1	0.3	2.8	0	-10	38	-0.5
CC(=O)c1cccc(N(CC(=O)Nc2ccc(F)cc2F)S(C)(=O)=O)c1	0.7	-5	-2	-0.2	-6.3	-5	2	-7	-1.8
CCCNC(=O)c1c(CSc2ccccc2)noc1C(=O)NCc1ccccc1	1.5	·	-12	0.1	·	·	·	9	·
CCOC(=O)/C=C1\SCC(=O)N1CC(=O)NCCOC	0.6	-4	-6	1.1	-1.4	6	-9	8	-1.5
Oc1ccccc1C=Nc1cccc2ccccc12	-0.4	1	-5	-1.6	-2.3	5	12	14	0.4
COCCNC(=O)C1CCCN(S(=O)(=O)c2cccc3nsnc23)C1 (stereo unspecified)	1.0	-8	-1	-0.3	-1.7	-3	5	10	-2.5
CC(=O)c1cccc(NC(=O)CCNS(=O)(=O)c2cccc(C(C)=O)c2)c1	-1.0	-4	1	-0.7	-3.3	3	-2	-2	-0.2
CC(=O)c1cccc(OCc2cc(C(=O)N(C)Cc3ccc(C)o3)no2)c1	4.2	-37	-2	-0.1	0.9	-1	17	43	-1.0
Cc1cc(C)n(-c2ccc(NC(=O)C3CCCCN3C(=O)c3ccoc3C)cc2)n1 (stereo unspecified)	3.4	-55	-3	1.5	-3.0	-4	-5	44	-4.5
Nc1cc(=O)nc(SCC(=O)N2CCN(c3ccccc3)CC2)n1-c1ccc(F)cc1	1.8	-38	-3	-0.1	-3.5	3	-5	38	-1.7
Cc1cc(C)c(NC(=O)Cn2nnc(C(=O)Nc3ccc(F)cc3F)c2N)c(C)c1	0.2	-6	-7	0.0	-1.8	-3	-2	26	-1.7
COc1ccc(S(=O)(=O)NCC2CCCN(Cc3ccccc3C)C2)cc1 (stereo unspecified)	-0.1	10	-3	-0.9	-2.9	1	-9	14	-3.3
COc1cccc(C(=O)N(Cc2cc3cc(C)ccc3[nH]c2=O)C(C)C)c1	-0.8	-24	2	-2.4	-0.1	-7	-4	29	-1.9
O=C(Oc1cccc2ccccc12)c1ccncc1	-1.2	-4	-1	-2.5	-4.4	-16	-6	8	-1.1
c1ccc2c(SCc3cn4cccnc4n3)ncnc2c1	1.7	-1	-3	0.1	-2.8	4	16	-42	0.5
COC(=O)[C@H](CC(C)C)NC(=O)N1CCN(c2cccc(C(F)(F)F)c2)CC1	1.5	-26	-7	1.5	-2.0	-3	1	-11	-1.4
Cc1cc(Nc2cccc([N+](=O)[O-])c2)c2cccc(C)c2n1	-0.6	11	-2	-2.6	-1.9	-2	-5	32	5.4
COc1ccccc1-c1nc2ccccc2c(=O)n1O	1.2	-1	-9	-1.0	-2.3	6	-2	27	-0.3
O=C(N1CCCCCC1)N1CCN(S(=O)(=O)c2ccccc2)CC1	-0.2	-14	-6	0.7	-2.4	-5	-1	-14	-0.4
COC(=O)C(O)(NC(=O)OCc1ccccc1)C(F)(F)F (stereo unspecified)	0.3	5	-4	1.3	-1.0	-7	-3	-14	1.4
O=C(O)c1ccccc1C(=O)NNc1ccc(Cl)cc1Cl	-0.7	0	2	-1.4	-0.8	2	-6	-17	1.1
CCOC(=O)c1c(NC(=S)NCc2ccccc2)sc2c1CCN(C(=O)OCC)C2	0.4	-25	-2	-2.5	-4.8	15	-7	20	-4.1
Cc1cc(C)cc(CC2CC(=O)N(c3ccc(Cl)cn3)C2=O)c1 (stereo unspecified)	-0.5	-12	-7	-1.9	-2.2	-16	5	19	0.7

The list goes on; it opens with the four that closed the last part.
SMILES	V1R ag counter	DNA FID counter	GalR3 antag	OXTR agonist	IMP-1 inhibitor	NS3 helicase inh	GPR7 antag	PHOSPHO1 inh	VIM-2 inhibitor
COC(=O)C(O)(NC(=O)OCc1ccccc1)C(F)(F)F (stereo unspecified)	0.3	5	-4	1.3	-1.0	-7	-3	-14	1.4
O=C(O)c1ccccc1C(=O)NNc1ccc(Cl)cc1Cl	-0.7	0	2	-1.4	-0.8	2	-6	-17	1.1
CCOC(=O)c1c(NC(=S)NCc2ccccc2)sc2c1CCN(C(=O)OCC)C2	0.4	-25	-2	-2.5	-4.8	15	-7	20	-4.1
Cc1cc(C)cc(CC2CC(=O)N(c3ccc(Cl)cn3)C2=O)c1 (stereo unspecified)	-0.5	-12	-7	-1.9	-2.2	-16	5	19	0.7
CSc1nc(C(=O)N2CCc3c([nH]c4ccccc34)C2c2ccccn2)cs1 (stereo unspecified)	-0.7	-12	-5	-2.3	-3.4	-14	-2	40	-4.8
Cc1nc(-c2ccc(NC(=O)c3ccco3)cc2)cs1	1.9	-6	-10	0.2	-1.5	7	-3	·	-3.0
CC(C)c1nc(CNC(=O)c2cc(COc3c(F)cccc3F)on2)cs1	0.6	-25	-9	-1.5	-2.0	4	-9	20	-1.9
COC(=O)c1cc(Nc2cc(C)c3ccc(O)cc3n2)cc(C(=O)OC)c1	-0.4	-15	-3	-2.1	-1.4	-6	-4	42	-1.6
O=C(NCCc1ccccc1)C(=O)NC1CCCCC1	0.0	-6	-1	-0.4	-3.8	11	9	-13	-3.4
O=C(Cn1cnc([N+](=O)[O-])n1)N/N=C/c1cc(Cl)ccc1O	0.1	3	-3	0.3	-3.9	-9	-3	0	-5.9
COc1ccc(Cl)cc1S(=O)(=O)N1CCC(C(=O)NCCc2ccccc2)CC1	2.0	-35	-11	2.0	2.5	-16	-18	29	-1.2
COc1ccc2oc(C(=O)OCC(=O)Nc3ccc(C(=O)N(C)C)cc3)c(C)c2c1	-1.0	-15	-2	-1.0	-2.8	-1	-17	-10	-0.1
COc1ccccc1CNC(=O)CN1CCC(NC(=O)c2ccccc2F)CC1	0.8	6	0	-1.0	-2.6	5	-10	10	-0.9
CCOC(=O)c1ccc(NC(=O)CSc2nc(N3CCOCC3)nc(N3CCOCC3)n2)cc1	0.3	-13	-2	-0.8	3.5	8	-3	26	0.1
COc1ccc(NC(=O)COC(=O)CCNS(=O)(=O)c2ccccc2)cc1OC	7.9	-3	-4	0.3	0.2	-4	-3	20	-0.9
COc1ccccc1C(=O)COC(=O)CN1C(=O)c2ccccc2C1=O	0.6	-19	-4	-0.1	-1.4	8	8	29	-1.3
COc1ccc(-n2c(=O)c3ccccc3n(CC(=O)NC3CCCCC3)c2=O)c(OC)c1	-0.5	-22	0	-1.6	-2.0	11	-1	9	-1.2
N#C/C(=C\c1ccc(-c2ccccc2[N+](=O)[O-])o1)C(=O)N1CCOCC1	-1.3	-2	-2	-0.7	-3.6	4	-16	-12	-1.2
O=C(COC(=O)c1cc[n+]([O-])cc1)Nc1ccc([N+](=O)[O-])cc1	0.2	8	-5	0.3	-1.0	2	-2	10	1.4
COc1cccc(NC(=O)C2C3C=CC4(O3)C2C(=O)N(CCCN2CCCC(C)C2)C4C(=O)NC2CCCCC2C)c1 (stereo unspecified)	0.3	0	-7	0.2	-1.3	-13	-1	19	-1.4
CCCCNC(=O)C1C2C=CC(C2)C1C(=O)O (stereo unspecified)	0.1	2	-7	0.0	-3.2	-4	1	5	-1.7
CCn1cc([N+](=O)[O-])c(C(=O)N2CCCc3ccccc32)n1	·	-6	-2	·	-1.6	0	-21	·	-2.2
Cc1ccc(CN2CCCNC2=O)cc1	0.6	-5	-5	0.2	-2.5	0	-11	4	-2.2
O=C(NC1CCSC1=O)c1ccc(Cl)cc1 (stereo unspecified)	-0.7	2	·	0.6	-1.3	8	-7	1	-2.5
Cc1ccc(N2CC(C(=O)Nc3nccs3)CC2=O)cc1Cl (stereo unspecified)	3.0	0	-8	3.5	-1.4	-3	8	4	-2.8
COc1ccccc1N1C(=O)C2C(C(=O)c3ccccc3)=NN(c3ccc(Br)cc3)C2C1=O (stereo unspecified)	3.0	-5	-6	-0.6	-2.7	8	-12	13	-3.7
COc1cc2c(cc1OC)C1(C)N(CC2)C(C(C)=O)=NN1c1ccc(Cl)cc1 (stereo unspecified)	-1.4	-10	2	-2.3	0.3	-3	-10	29	-0.6
O=C1CCCC2(O)C1C(c1cccc(Br)c1)NC(=O)N2Cc1ccccc1 (stereo unspecified)	0.0	-1	-4	0.2	0.3	-3	3	-2	-0.1
OC1(c2ccc(Br)cc2)CCN(Cc2cccc(Br)c2)CC1	2.5	10	-10	0.0	-1.2	-3	-4	·	-2.1
CC(C)(C)NC(=O)C(c1ccncc1)N(Cc1cccs1)C(=O)Cn1nnc(-c2ccc(F)cc2)n1 (stereo unspecified)	-1.3	-22	-2	-0.5	-1.9	-7	-19	16	-3.0
C=CCNc1ccc(F)c(F)c1N1CCCCCC1=O	0.1	-2	0	-1.0	-0.9	-1	-12	-14	-2.5
O=C(NN1CCOCC1)NC12CC3CC(CC(C3)C1)C2	0.1	-14	-5	-0.8	-1.8	1	-8	32	-1.4
CSCC[C@H](NC(=O)NCCc1ccc(F)cc1)C(=O)O	1.2	2	2	-0.2	-0.9	5	-7	-3	0.9
COc1ccc(C(C(=O)NCC2CCCO2)N(C(=O)CNC(=O)c2ccco2)c2cc(C)ccc2C)cc1OC (stereo unspecified)	-0.4	-59	-7	0.3	-7.6	33	9	-7	-1.8
CCn1c(C(=O)N2CCC(C(=O)NCc3ccc(OC)cc3)CC2)cc2sccc21	8.7	-69	0	5.3	-3.0	-6	-11	43	-2.4
O=C(c1cc(-c2ccncc2)nc2ccc(Cl)cc12)N1CCN(C(=O)C2CCCO2)CC1 (stereo unspecified)	0.8	-30	4	0.1	-4.7	2	-5	-14	-1.1
CCOc1cc(S(=O)(=O)N2CCC(C(N)=O)CC2)ccc1F	0.5	-2	-7	0.3	-2.1	-1	4	9	-1.0
c1ccc(-c2ccc(-c3nc(-c4cccnc4)no3)cc2)cc1	0.3	-5	-1	0.6	-1.4	-5	-4	-4	-4.1
Cc1nn(-c2ccccc2)c(C)c1C(=O)NCc1ccc(F)cc1	-0.1	-9	0	-1.6	-2.6	-7	0	-8	1.3
CCOc1ccccc1NC(=O)NC1CC2CCCC(C1)N2Cc1nnnn1CCc1ccccc1 (stereo unspecified)	-0.2	-22	-2	-1.4	-2.7	-5	0	-3	-2.9
O=C(c1ccco1)N1CCN(C(=O)N2CCOCC2)CC1	0.4	2	0	0.2	-3.0	1	-3	26	-1.4
O=C(O)CCC(=O)Nc1sc2c(c1C(=O)Nc1cccc3ccccc13)CCCCC2	0.8	-21	5	-0.4	-1.7	22	-9	4	-3.5
CCOC(=O)c1sc(N=NC2=C(O)CC(C)(C)CC2=O)c(C(=O)OCC)c1C	0.9	-2	-2	-0.9	0.0	-2	-12	48	-0.6
